# Assay outcomes as filed in PubChem BioAssay.
# DRD3 agonist: qHTS of D3 Dopamine Receptor Agonist: qHTS; D(3) dopamine receptor (Homo sapiens), P35462; D3R DiscoveRx beta-arrestin cells, luminescence, 90 min; max activation, %; 0.58% of 410,000 active; AID 652048, 2013; in the data active means max activation above about 30%; further: 0% is about no effect; mostly tested at two doses, the higher about 12 µM
# Target sequence (P35462 whole entry, looked up): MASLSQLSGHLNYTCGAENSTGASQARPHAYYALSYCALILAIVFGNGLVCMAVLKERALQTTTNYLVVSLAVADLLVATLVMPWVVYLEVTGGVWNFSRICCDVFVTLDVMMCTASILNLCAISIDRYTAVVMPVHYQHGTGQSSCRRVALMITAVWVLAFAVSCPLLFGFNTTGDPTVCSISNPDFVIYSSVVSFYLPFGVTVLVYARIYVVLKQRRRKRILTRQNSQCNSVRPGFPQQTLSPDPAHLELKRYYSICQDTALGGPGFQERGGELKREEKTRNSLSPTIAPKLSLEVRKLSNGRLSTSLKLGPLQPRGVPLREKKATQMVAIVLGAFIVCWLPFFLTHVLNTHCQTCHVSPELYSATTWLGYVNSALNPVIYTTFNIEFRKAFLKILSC
#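 Agonist mode: compounds and dopamine controls were applied to plated cells for 90 min at 37 degrees C after an overnight attachment at 1500 cells/well. Luminescent read-out followed 30 - 60 minutes at room temperature with DiscoveRx detection reagent.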
# DRD3 antagonist: qHTS of D3 Dopamine Receptor Antagonist: qHTS. D(3) dopamine receptor (Homo sapiens), P35462. D3R cells, DiscoveRx beta-arrestin luminescence, antagonist mode; hits give low values. max response, negative = inhibition, %. 2.5% of 360,000 active; in the data active means max response below about -50%; inconclusive means no clear call, values can overlap the other calls; further: on the % scale 0 is the no-effect control and ±100 the full control effect; mostly tested at two doses, the higher about 12 µM
#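 Cells plated overnight at 1500 cells/well, then exposed to library compounds with dopamine controls for 90 minutes at 37 degrees C. DiscoveRx reagent added for 30–60 minutes at room temperature; luminescence read, quantitative HTS format.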
# GLP-1R agonist: qHTS of GLP-1 Receptor Agonists. Glucagon-like peptide 1 receptor (Homo sapiens), P43220. HEK293 GLP-1R CRE-luciferase, luminescence, 4-6 h; cells express a hypersensitive GLP-1R form. Potency, µM (titrated, usually from 45.6 µM), inactives show at the highest dose activation, hits mostly activators. 0.007% of 380,000 active. AID 624172, 2012; further: potency means the concentration at half of the fitted maximal effect; % of control where 0% means no effect
# Target sequence (P43220 whole entry, looked up): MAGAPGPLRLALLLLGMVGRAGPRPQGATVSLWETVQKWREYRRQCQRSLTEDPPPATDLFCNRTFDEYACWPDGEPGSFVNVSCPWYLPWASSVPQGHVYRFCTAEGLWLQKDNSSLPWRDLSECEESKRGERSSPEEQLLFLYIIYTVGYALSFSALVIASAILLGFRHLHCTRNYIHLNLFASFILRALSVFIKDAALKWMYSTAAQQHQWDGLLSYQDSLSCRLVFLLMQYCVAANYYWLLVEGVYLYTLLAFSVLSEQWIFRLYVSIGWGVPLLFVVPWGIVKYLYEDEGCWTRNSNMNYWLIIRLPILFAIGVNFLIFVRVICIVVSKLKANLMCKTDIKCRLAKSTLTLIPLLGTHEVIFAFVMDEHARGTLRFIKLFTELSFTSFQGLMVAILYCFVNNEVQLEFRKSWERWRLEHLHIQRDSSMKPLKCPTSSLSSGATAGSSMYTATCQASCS
# HEK293 tox: qHTS of GLP-1 Receptor Inverse Agonists: Cytotox Screen; HEK293 cAMP-luciferase reporter cells, luminescence, 24 h; Potency, µM (doses to about 38.3 µM), for inactives: at the highest dose activity change, negative = inhibition, hits mostly inhibitors; 0.13% of 410,000 active; AID 624418, 2012;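 further: loss of luciferase light is scored as toxicity; potency means the concentration at half of the fitted maximal effect; on the % scale 0 is the no-effect control and ±100 the full control effect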
#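 Here, cytotoxicity is scored as loss of luminescence. The MLSMR collection was tested on cells seeded in medium containing 10% Nu serum, with a 24 hr compound exposure preceded by 12 hours of culture.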
# GLP-1R inv ag: qHTS of GLP-1 Receptor Inverse Agonists (Inhibition Mode); Glucagon-like peptide 1 receptor (Homo sapiens), P43220; HEK293 GLP-1R CRE-luciferase, luminescence, 24 h; GLP-1R form is constitutively active; Potency, µM (highest dose often 38.3 µM), for the others: top-dose activity change, negative = inhibition, usual class: inhibitors; 1.6% of 410,000 active; further: potency means the concentration at half of the fitted maximal effect; on the % scale 0 is the no-effect control and ±100 the full control effect; nearly all actives have a fitted effect of over 55% in size
#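 Luminescence readout: a drop in cAMP-driven luciferase signal flags inverse agonism at a constitutively active GLP-1R stably expressed in HEK293. Compound exposure lasted 24 hr at 37 deg C, 5% CO2.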
# PLK1 PBD inh: qHTS for Inhibitors of PLK1-PDB (polo-like kinase 1 - polo-box domain): Primary Screen; Plk1 PBD binding of FITC phosphopeptide, fluorescence polarization; Potency, µM, for the others: max response, negative = inhibition, actives largely listed as inhibitors; Serine/threonine-protein kinase PLK1 (Homo sapiens), P53350; 2.8% of 360,000 active; AID 720504, 2013; further: potency means the concentration at half of the fitted maximal effect; series mostly up to about 57 µM; on the % scale 0 is the no-effect control and ±100 the full control effect; nearly all actives have a fitted effect of over 65% in size
# IL-2 act: qHTS of IL-2 Activators | IL-2 activation reporter assay, cell-based qHTS; stimulated with anti-CD3/CD4/CD28 beads; in transgenic mouse T cells | activation, % (series mostly up to about 46 µM) | 0.065% of 360,000 active | AID 652025, 2013; in the data active means activation above about 50%; inconclusive means mostly about 30% to 49%; further: 0% is about no effect
#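 Quantitative HTS in unstimulated transgenic mouse T cells, with memory T cells as non-tolerant control and PMA/ionomycin as tolerance-bypass control. Compound pretreatment lasted 60 minutes before 18 h bead stimulation; EGFP/DsRed fluorescence read.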
# PI5P4K alpha inh: qHTS for Inhibitors of phosphatidylinositol 5-phosphate 4-kinase (PI5P4K). PI5P4Kalpha enzyme, ADP-Glo luminescence, 60 min; hits give low values. max response, %. 1.2% of 330,000 active. AID 652105, 2013; active means max response of -50% or lower; inconclusive means between -30% and -50%; inactive means -30% or higher; further: value at the top dose of about 77 µM; on the % scale 0 is the no-effect control and ±100 the full control effect
#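 ADP-Glo luminescence end-point read after a 60 min room-temperature kinase reaction of PI5P4Kalpha plus substrate, initiated with ATP at 5 microM final. Buffer: 0.038 M HEPES pH 7.4, EGTA, 0.1% CHAPS, 5% DMSO.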
# WRN helicase inh: qHTS for Inhibitors of WRN Helicase | WRN helicase unwinding, fluorescent forked duplex, kinetic | 0.46% of 360,000 active | Bifunctional 3'-5' exonuclease/ATP-dependent helicase WRN (Homo sapiens), Q14191 | Potency, µM (series often up to 114 µM), without a hit: top-dose activity change, negative = inhibition, most hits filed as inhibitors | AID 651768, 2012; further: potency means the concentration at half of the fitted maximal effect; on the % scale 0 is the no-effect control and ±100 the full control effect; nearly all actives have a fitted effect of over 55% in size
#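 Kinetic red-fluorescence monitoring (525/598 nm) tracks WRN helicase activity after 100 nM fluorophore-quencher forked duplex and 2 mM ATP are added to 20 nM enzyme pretreated 15 min at room temperature with compound.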
# * marks the source's active call; other numbers are inactive results; ? = inconclusive; / = no result given; [ ] = dose if it differs, or a comment. Unless noted, the call rests on the fitted dose curve; in most records, active means well fitted curve in the direction sought with a large enough effect; inconclusive means small, poorly fitted or top-dose-only effect, or another doubt; inactive means no such curve, though single readings can be large; an effect the other way counts as inactive or inconclusive.
# Under each structure: DRD3 agonist	DRD3 antagonist	GLP-1R agonist	HEK293 tox	GLP-1R inv ag	PLK1 PBD inh	IL-2 act	PI5P4K alpha inh	WRN helicase inh
- CC(C)NC(=O)c1ccccc1NC(=O)CCS(=O)(=O)Cc1ccccc1
    -5	-13	-1%	14%	6%	-2%	1.8	/	-4%
- CN(C(=O)CCN1C(=O)/C(=C/c2ccc(F)cc2)SC1=S)C1CCS(=O)(=O)C1 (configuration not stated)
    6	30	1%	-3%	-22%	-6%	-2.4	8	-6%
- CC1(C)Cc2c(cnn2-c2ccccc2)C(NC(=O)CCN2CCCCO2)C1 (configuration not stated)
    7	3	2%	7%	1%	2%	-1.7	-1	0%
- COc1cc(CNC2CCCC2)cc(Br)c1OCC(=O)Nc1ccccc1C
    -9	7	0%	4%	-21%	-3%	-0.5	4	-2%
- Cc1ccc(S(=O)(=O)NC2c3cccc4cccc(c34)C2Sc2ncccn2)cc1 (configuration not stated)
    0	-20	-4%	2%	?	-9%	0.5	3	-10%
- CCN(CC)S(=O)(=O)c1ccc(N/N=C/c2cc(OC)ccc2O)nc1
    2	12	1%	?	?	-1%	-2.9	1	-11%[57.1 µM]
- CCN(C(=O)CN1C(=O)NC2(CCCc3ccccc32)C1=O)c1ccc(F)cc1 (configuration not stated)
    3	-15	-3%	1%	?	-6%	1.9	0	-9%
- CCOc1ccc(C(=O)/C=C/c2ccc(OC)c(OC)c2)cc1
    1	3	18%	17%	?	-1%	0.3	3	-23%
- COc1ccc(N(CC(=O)Nc2ccc(C(C)C)cc2)S(=O)(=O)c2c(C)noc2C)cc1
    5	2	4%	-11%	?	-2%	-4.3	0	10%
- Cn1nc(C(=O)NNc2c(F)c(F)cc(F)c2F)c2ccccc2c1=O
    3	1	13%	-6%	42%[activator]	-4%	-3.8	1	-25%

# Gathered by group: the entries above with two or more sulfur atoms (two)
# Under each structure: DRD3 agonist	DRD3 antagonist	GLP-1R agonist	HEK293 tox	GLP-1R inv ag	PLK1 PBD inh	IL-2 act	PI5P4K alpha inh	WRN helicase inh
- CN(C(=O)CCN1C(=O)/C(=C/c2ccc(F)cc2)SC1=S)C1CCS(=O)(=O)C1 (configuration not stated)
    6	30	1%	-3%	-22%	-6%	-2.4	8	-6%
- Cc1ccc(S(=O)(=O)NC2c3cccc4cccc(c34)C2Sc2ncccn2)cc1 (configuration not stated)
    0	-20	-4%	2%	?	-9%	0.5	3	-10%

# (list continues)
# Under each structure: DRD3 agonist	DRD3 antagonist	GLP-1R agonist	HEK293 tox	GLP-1R inv ag	PLK1 PBD inh	IL-2 act	PI5P4K alpha inh	WRN helicase inh
- c1ccc(SCCCCNC2CCCC2)cc1
    -28	?	9%	-17%	-1%	?	-1.8	1	10%
- COc1ccccc1CNC(=O)COC(=O)c1ccc(S(=O)(=O)N2CCCC2)cc1
    0	100	-6%	-7%	-1%	3%	-0.6	2	-1%
- CC1CN(S(=O)(=O)N(C)C)CCN1S(=O)(=O)N(C)C (configuration not stated)
    11	-14	-3%	1%	40%[activator]	1%	2.6	/	-3%
- CC1c2[nH]c3ccccc3c2CCN1S(C)(=O)=O (configuration not stated)
    4	16	-10%	-13%	-23%	-14%	-1.4	-3	5%
- CC(=O)Nc1cccc(NC(=O)c2cc(C)on2)c1
    -1	-17	-8%	-7%	13%	-6%	-4.2	/	0%
- CC1CCCN(C(=O)c2ccc(NC(=O)CC3SC(N4CCCC4)=NC3=O)cc2)C1 (configuration not stated)
    0	13	-4%	-2%	18%	-7%	-0.3	3	1%
- Cc1ccccc1/C=C/c1nc2ccccc2c(=O)[nH]1
    7	-5	31%	-28%	9%	-8%	-0.7	1	?
- CN(C(=O)COC(=O)c1ccccc1Cc1ccccc1)C1CCS(=O)(=O)C1 (configuration not stated)
    1	5	2%	0%	-6%	1%	1.1	1	10%
- Cc1ccc(-c2nnc(NC3CCCC3)s2)cc1
    -5	-25	-8%	-7%	?	-10%	0.4	4	?
- CC1(C)CC(CCNC(=O)CCl)(c2ccccc2)CCO1 (configuration not stated)
    4	0	-4%	2%	12%	-10%	-3.9	-4	-2%

# Going on with the list.
# Under each structure: DRD3 agonist	DRD3 antagonist	GLP-1R agonist	HEK293 tox	GLP-1R inv ag	PLK1 PBD inh	IL-2 act	PI5P4K alpha inh	WRN helicase inh
- COc1ccc(-n2c(COc3cccc(C)c3)nnc2SCC(=O)O)cc1
    3	38	-2%	?	7%	1%	-1.0	-12	0%[57.1 µM]
- CCN(CC)c1ccc(/C=N/NC(=O)c2c[nH]c3ccccc23)cc1
    -4	9	12%	2%	?	-5%	-0.3	1	-23%
- O=C1NC[C@H](CCCCN2C[C@H](Cc3ccc(O)cc3)N(CCC3CCCCC3)C(=O)C2=O)N(CCC2CCCCC2)C1=O
    -7	-1	1%	5%	27%	-15%	-0.4	1	-1%
- CCN(CC)c1ncnc2c1ncn2[C@H]1CN(Cc2cccnc2)C[C@@H](CO)O1
    3	10	41%	-3%	53%	-6%	-0.1	1	1%
- O=C(Nc1ccc(Cl)cc1)c1csc([C@@H]2O[C@H](CO)[C@@H](O)[C@H]2O)n1
    8	15	-8%	5%	-15%	4%	0.6	1	9%
- O=C(CN1C(=O)COc2ccccc21)NCCCN1CCc2ccccc2C1
    -21	-77*	-5%	14%	-4%	-12%	-2.7	/	1%
- CCC(CC)C(=O)N1CC(=O)Nc2ccc(C)cc2C1c1ccccc1 (configuration not stated)
    0	1	20%	-13%	?	-5%	-1.8	4	3%
- O=C(COC(=O)Cc1cn2ccsc2n1)NCc1ccc2c(c1)OCO2
    -2	-4	-5%	-6%	5%	-3%	-2.5	-7	0%
- CCCN(CC(=O)Nc1ccccc1OC)C(=O)C1=COCCO1
    -10	-28	-3%	-11%	6%	-2%	1.6	0	-4%
- Cc1ccc(N=C2C(=O)Nc3ccccc32)cc1C
    -6	5	0%	4%	8%	-10%	-1.2	3	-8%

# The listing continues:
# Under each structure: DRD3 agonist	DRD3 antagonist	GLP-1R agonist	HEK293 tox	GLP-1R inv ag	PLK1 PBD inh	IL-2 act	PI5P4K alpha inh	WRN helicase inh
- CSCCC(c1nc2ccccc2[nH]1)n1c(-c2cc(C(F)(F)F)cc(C(F)(F)F)c2)nc2ccccc21 (configuration not stated)
    10	26	/	3%	?	0%	-0.3	10	-1%
- O=C(Cn1cc(COc2cc(F)cc(F)c2)nn1)c1ccc(O)cc1
    4	-24	-3%	-2%	?	-8%	0.5	-1	-2%
- O=C(/C=C/c1ccc2c(c1)OCCO2)c1ccccc1
    -5	6	-7%	5%	-28%	-15%	-0.9	1	-16%
- COC(=O)C1=C(C)N(c2ccc(C)c(C)c2)/C(=C/c2cccs2)C1=O
    -12	-20	-15%	6%	-3%	3%	-3.1	/	1%
- COc1ccc(Br)cc1CN(C)CC(=O)Nc1c(Cl)ccc(C)c1Cl
    11	0	10%	?	?	-13%	-4.0	11	-16%
- Cc1ccc(C(=O)N/C(=C\c2ccccc2)C(=O)NCc2cccnc2)cc1
    -7	0	-14%	15%[0.307 µM]	-5%[0.307 µM]	-12%	-0.1	-6	0%
- CC(=O)NC(NC(=S)Nc1ccc(N=Nc2ccccc2C)cc1C)C(Cl)(Cl)Cl (configuration not stated)
    -1	-81*	3%	-6%	?	-4%	2.4	0	2%
- CCN1C[C@@H]2[C@@H]3C(=O)N(Cc4ccccc4)C(=O)[C@@H]3[C@](Cc3ccccc3)(C1=O)N2C(=O)c1ccc(C)cc1
    -2	-12	8%	-26%	-13%	-3%	0.4	-1	-8%
- O=C(Nc1ccccc1[N+](=O)[O-])c1cc(S(=O)(=O)N2CCOCC2)cs1
    -12	-27	2%	-3%	0%	-9%	-2.9	-6	?
- Cc1ccc(N2CCN(C(=O)c3ccccc3NC(=O)c3ccccc3C(=O)O)CC2)cc1
    2	7	13%	1%	10%	-8%	-0.6	-1	-35%[57.1 µM]

# Retrieved one by one from the entries so far:
# Under each structure: DRD3 agonist	DRD3 antagonist	GLP-1R agonist	HEK293 tox	GLP-1R inv ag	PLK1 PBD inh	IL-2 act	PI5P4K alpha inh	WRN helicase inh
- O=C(Nc1ccccc1[N+](=O)[O-])c1cc(S(=O)(=O)N2CCOCC2)cs1
    -12	-27	2%	-3%	0%	-9%	-2.9	-6	?
- O=C(Cn1cc(COc2cc(F)cc(F)c2)nn1)c1ccc(O)cc1
    4	-24	-3%	-2%	?	-8%	0.5	-1	-2%
- CCN1C[C@@H]2[C@@H]3C(=O)N(Cc4ccccc4)C(=O)[C@@H]3[C@](Cc3ccccc3)(C1=O)N2C(=O)c1ccc(C)cc1
    -2	-12	8%	-26%	-13%	-3%	0.4	-1	-8%

# Continuation.
# Under each structure: DRD3 agonist	DRD3 antagonist	GLP-1R agonist	HEK293 tox	GLP-1R inv ag	PLK1 PBD inh	IL-2 act	PI5P4K alpha inh	WRN helicase inh
- O=C(Nc1cccc(NC(=O)C2CCCO2)c1)C1CCCO1 (configuration not stated)
    -11	9	0%	7%	-6%	-19%	-2.1	5	-6%
- CCO[C@H]1OC(C(=O)N2CCN(Cc3ccc4c(c3)OCO4)CC2)=C[C@@H](c2ccc(Br)cc2)[C@@H]1CCCO
    -35	41	9%	-13%	?	8%	-0.2	10	-11%
- Cc1nc2scc(-c3ccc(C(C)C)cc3)c2c(=O)n1N
    3	6	11%	6%	?	-8%	-1.2	2	-23%
- CC1=C(C(=O)N(C)CCC#N)C2(CCCCC2)OC1=O
    -1	13	-3%	2%	5%	-8%	-0.2	-3	3%
- Cn1c(=O)[nH]c(=O)c2c1nc(Sc1ncccn1)n2CCCc1ccccc1
    1	-5	?	3%	-4%	-2%	-3.4	0	-9%
